Screening data from PubChem.
CR mimetic SO – caloric restriction mimetics inhibiting age-related superoxide in yeast; S. cerevisiae aged cells, superoxide DHE fluorescence; stronger effect = lower value; superoxide response (% of plate mean), % at 10 µM; 0.18% of 330,000 active; AID 2690;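 active = superoxide response under a set limit, about three screen SD below normal, cut at about 65% in these data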;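 note: yeast aged for seven days with compound at 30 °C before DHE staining; 100% = average MFI of all compound-treated wells on the plate with controls excluded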
RPL19A-GFP yeast – alters RPL19A-GFP fluorescence in TOR pathway yeast screen; 0.3% of 330,000 active; AID 2025; percent response vs DMSO, % at 10 µM; S. cerevisiae RPL19A-GFP strain, flow cytometry, 3 h; stronger effect = lower value;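 active = percent response vs DMSO below 50%; inconclusive = fewer than 70 events counted for the yeast strain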;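 note: median channel GFP fluorescence of the barcoded RPL19A-GFP strain; ratio of sample median GFP to plate DMSO average so 100% = DMSO; lower means less RPL19A-GFP as with rapamycin TOR inhibition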
GRK2 aptamer HTS – inhibitors of human GRK2 displacing RNA aptamer; 0.59% of 330,000 active; bead flow cytometry, FAM-aptamer displacement from GRK2; inhibition of aptamer binding, % at 10 µM;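 active = inhibition of aptamer binding above 40%, roughly 3 SD of noise, on plates passing a quality check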;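 note: median bead fluorescence of bound FAM aptamer so fluorescent compounds give negative values; no value below 0 was filed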
VLA-4 inh – inhibition in a human VLA-4 binding assay | P13612 | VLA-4 expressing cells, ligand binding flow cytometry | inhibition, % (about 7 µM as worked out from the volumes in the protocol) | 0.2% of 330,000 active | AID 2557; in the data active = inhibition above about 50%
Target sequence (P13612 whole entry, looked up): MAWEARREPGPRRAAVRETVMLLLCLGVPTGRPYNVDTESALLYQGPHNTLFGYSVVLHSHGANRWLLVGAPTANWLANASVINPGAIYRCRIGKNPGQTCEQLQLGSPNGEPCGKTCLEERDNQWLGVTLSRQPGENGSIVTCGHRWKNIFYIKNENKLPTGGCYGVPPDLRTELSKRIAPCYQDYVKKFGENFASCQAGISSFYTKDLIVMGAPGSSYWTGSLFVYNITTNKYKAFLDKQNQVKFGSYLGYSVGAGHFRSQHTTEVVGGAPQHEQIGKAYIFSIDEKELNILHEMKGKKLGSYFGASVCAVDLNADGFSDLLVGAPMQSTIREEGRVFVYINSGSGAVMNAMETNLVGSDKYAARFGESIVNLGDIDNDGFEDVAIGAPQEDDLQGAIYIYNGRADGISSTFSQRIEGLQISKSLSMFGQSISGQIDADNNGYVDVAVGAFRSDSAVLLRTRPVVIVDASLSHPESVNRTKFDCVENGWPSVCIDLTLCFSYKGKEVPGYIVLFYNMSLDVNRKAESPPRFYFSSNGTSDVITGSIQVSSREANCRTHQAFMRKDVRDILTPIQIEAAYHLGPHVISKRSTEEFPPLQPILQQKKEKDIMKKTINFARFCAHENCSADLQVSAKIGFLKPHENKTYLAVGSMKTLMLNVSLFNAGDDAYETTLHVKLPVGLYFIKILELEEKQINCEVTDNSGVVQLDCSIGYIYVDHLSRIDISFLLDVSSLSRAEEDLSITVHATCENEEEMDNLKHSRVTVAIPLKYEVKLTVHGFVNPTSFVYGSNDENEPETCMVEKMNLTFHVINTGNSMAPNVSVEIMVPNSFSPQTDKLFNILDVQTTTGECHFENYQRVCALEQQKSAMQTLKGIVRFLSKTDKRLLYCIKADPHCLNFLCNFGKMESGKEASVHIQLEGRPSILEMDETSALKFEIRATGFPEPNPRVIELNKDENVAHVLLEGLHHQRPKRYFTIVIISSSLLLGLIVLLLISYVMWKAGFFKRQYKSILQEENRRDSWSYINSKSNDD
CIT2-GFP yeast – alters CIT2-GFP fluorescence in TOR pathway yeast screen; S. cerevisiae CIT2-GFP strain, flow cytometry, 3 h; 100 means same as DMSO wells; GFP response vs DMSO, % at 10 µM; 0.065% of 320,000 active; AID 2029;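 active = GFP response relative to DMSO above a set limit, near the screen mean plus 3 SD, cut at about 150% in these data; inconclusive = Fewer than 70 cells measured for a yeast strain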;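 note: ratio of well median GFP fluorescence to mean of DMSO wells on the plate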
LAP4 TOR yeast – alters LAP4-GFP fluorescence in TOR pathway yeast screen | GFP response vs DMSO, % at 10 µM | 0.34% of 320,000 active | S. cerevisiae LAP4-GFP multiplex, flow cytometry GFP, 3 h; median GFP as percent of DMSO wells;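 active = GFP response vs DMSO above a set limit, about the screen mean plus 3 SD, cut at about 150% in these data; inconclusive = under 70 cell events counted for the yeast strain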
MEP2-GFP yeast – yeast TOR pathway MEP2-GFP modulation; AID 2016; S. cerevisiae MEP2-GFP strain, flow cytometry GFP, 3 h; 100% = DMSO control level; 0.51% of 330,000 active; GFP response vs DMSO, % at 10 µM;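 active = GFP response versus DMSO above a set limit, roughly screen mean plus 3 SD, cut at about 180% in these data; inconclusive = fewer than 70 cells counted for a yeast strain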;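 note: median GFP fluorescence of the barcode-gated MEP2-GFP cells per well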
AGP1-GFP MLPCN – alters AGP1-GFP fluorescence in TOR pathway yeast screen | S. cerevisiae AGP1-GFP multiplex flow cytometry, 3 h; GFP as percent of DMSO wells | GFP response vs DMSO, % at 10 µM | 0.02% of 320,000 active;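 active = GFP response relative to DMSO above a set limit, near screen average plus 3 SD, cut at about 150% in these data; inconclusive = fewer than 70 cells counted for the yeast strain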;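 note: median GFP channel fluorescence of the gated AGP1 strain per well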
Starred values were filed as active, the others as inactive; i = inactive; ? = inconclusive; nt = no result given; [ ] = another dose, or the depositor's remark.

SMILES	CR mimetic SO	RPL19A-GFP yeast	GRK2 aptamer HTS	VLA-4 inh	CIT2-GFP yeast	LAP4 TOR yeast	MEP2-GFP yeast	AGP1-GFP MLPCN
Cn1cc(Br)c(-c2cccc(NC(=O)CCC(=O)O)c2)n1	93	98	1	-2	95	109	93	103
COc1cccc(-c2cc3nc(-c4ccccc4)cc(N4CCC5(CC4)OCCO5)n3n2)c1	115	88	0	3	91	104	94	87
CCNc1nc(Oc2ccc(C(=O)OC)cc2)nc(SC)n1	90	99	2	2	115	112	105	92
Cc1ccc(S(=O)(=O)N(C)C)cc1NC(=O)COC(=O)C1CCN(S(=O)(=O)c2cccs2)CC1	90	93	0	6	97	113	101	111
CC(=O)NS(=O)(=O)c1cccnc1Nc1ccc(Cl)c(Cl)c1	110	100	83*	10	97	102	103	100
CCC(=O)c1cn([C@H](CCC(OC)OC)CC(=O)OC(C)(C)C)cc1CC	100	98	0	0	72	134	95	80
Cc1ccc(S(=O)(=O)N2CCC(C(=O)OCC(=O)N3CC(C)CC(C)C3)CC2)cc1C (stereo not drawn)	93	101	4	-15	97	105	99	111
CC(=O)Nc1ccc(Sc2ncccc2C(=O)Nc2cc(Cl)cc(Cl)c2)cn1	106	98	5	3	93	92	102	99
Cn1c(SCc2ccccc2F)nnc1-c1ccccn1	88	97	0	40	108	107	106	103
Cc1ccc(C(=O)NCCCNC(=O)c2ccccn2)cc1	96	104	3	15	107	87	99	102
CCOc1ccc(NC(=O)CN(C)C(=O)CC2CCCCC2)cc1OCC	88	96	2	-36	94	99	98	99
O=C(/C=C/c1ccc(N2CCC(c3ccccc3)=N2)cc1)c1ccccc1	107	112	0	i	99	94	103	101
COc1ccc(CN2CCN(c3ncnc4scc(-c5ccc(F)cc5)c34)CC2)cc1	104	97	0	5	99	nt	101	105
CCC1CCCCN1CCCNC(=O)c1cc2c(Cl)nc3ccccc3c2s1 (stereo not drawn)	108	100	0	1	99	102	95	102
Cc1cc(C)nc(NS(=O)(=O)c2ccc(N3C(=O)c4ccccc4C3=O)cc2)n1	98	99	0	15	99	95	97	99
COC(=O)c1cc(=O)c2c([N+](=O)[O-])ccc(OC)c2o1	101	105	4	5	103	97	109	97
CCn1c(SCC(=O)Nc2ccc(Cl)cc2)nnc1C1CC1	91	101	0	-3	103	112	103	108
CSCC[C@H](NC(=O)c1cccnc1)c1nnc2ccccn12	124	102	2	6	108	96	103	105
O=C(C1CCCN(Cc2ccccc2Cl)C1)N1CCCCC1 (stereo not drawn)	96	92	0	0	87	nt	100	100
COc1cccc(NC(=S)N(CCc2ccc(OC)c(OC)c2)Cc2ccccn2)c1	103	88	0	-7	98	88	87	89
Nc1nc(SCc2ccc([N+](=O)[O-])cc2)nc2nc3c(cc12)CCCC3	113	103	0	6	103	102	105	109
COCCCN1CC23C=CC(O2)C(C(=O)O)C3C1=O (stereo not drawn)	112	99	2	-2	107	97	99	103
COc1cccc(N2CC(C(=O)Nc3c(C)cccc3C)CC2=O)c1 (stereo not drawn)	115	96	3	-7	106	94	101	97
O=C(O)c1cccc(NC(=O)C2C3C=CC(C3)C2C(=O)OCC(F)(F)C(F)F)c1 (stereo not drawn)	89	92	0	5	88	93	90	94
CS(=O)(=O)CCC(C(=O)O)N1C(=O)c2ccc(Oc3ccc(Cl)cc3)cc2C1=O (stereo not drawn)	107	98	1	7	96	84	98	89
CCOC(=O)CSc1nnc(CNc2cccc(Cl)c2)n1-c1ccccc1	97	108	0	1	98	103	105	nt
O=C(/C=C/c1ccccc1)c1ccc2c(c1)OCCCCO2	95	92	3	-2	91	101	92	89
CCC(C)N(C(=O)COC(=O)COc1c(C)cc(C)cc1C)C1CCS(=O)(=O)C1 (stereo not drawn)	95	100	1	25	99	101	101	110
O=C(c1cc(COc2ccc(F)cc2F)on1)N1CCOCC1	80	105	5	9	100	95	103	106
NS(=O)(=O)c1ccc(CNC(=O)CSc2nc3ccc(Cl)cc3[nH]2)cc1	94	104	6	0	108	96	110	102
Nc1ccc2c(c1)OCCOCCOCCOCCOCCO2	102	105	2	13	112	109	110	112
COc1ccc(C(=O)NCCCNC(=O)c2cc3ccccc3[nH]2)cc1OC	103	104	0	6	103	89	103	103
N=C1c2ccccc2CN1NC(=O)COc1ccc(Cl)cc1	91	102	0	17	95	92	104	97
COCCN(C(=S)Nc1cccc(C)c1)C(C)c1cccs1 (stereo not drawn)	88	96	1	18	90	90	100	89
COc1ccccc1NC(=O)/C=C/c1ccc(OC)c(S(=O)(=O)N2CCOCC2)c1	115	94	1	-3	100	99	103	92
COc1cccc(CN(C)C(=O)C(Cc2ccccc2)NC(=O)c2ccccc2)c1OC (stereo not drawn)	96	97	11	-2	92	100	99	101
CC(=O)Nc1nc(C)c(C(C)C)s1	104	105	0	-9	108	107	103	112
Nn1c(SCc2csc(-c3ccccc3)n2)nnc1-c1cccs1	136	98	0	13	88	98	99	101
COC(=O)CSc1ccc2nnc(-c3ccc(OC)c(OC)c3)n2n1	88	96	1	-16	96	92	95	100
Cc1cnc(C(=O)OCC(=O)NC(C)C)cn1	89	106	0	6	102	108	105	nt

Molecules above with two or more sulfur atoms (four):
SMILES	CR mimetic SO	RPL19A-GFP yeast	GRK2 aptamer HTS	VLA-4 inh	CIT2-GFP yeast	LAP4 TOR yeast	MEP2-GFP yeast	AGP1-GFP MLPCN
Cc1ccc(S(=O)(=O)N(C)C)cc1NC(=O)COC(=O)C1CCN(S(=O)(=O)c2cccs2)CC1	90	93	0	6	97	113	101	111
NS(=O)(=O)c1ccc(CNC(=O)CSc2nc3ccc(Cl)cc3[nH]2)cc1	94	104	6	0	108	96	110	102
COCCN(C(=S)Nc1cccc(C)c1)C(C)c1cccs1 (stereo not drawn)	88	96	1	18	90	90	100	89
Nn1c(SCc2csc(-c3ccccc3)n2)nnc1-c1cccs1	136	98	0	13	88	98	99	101

Next section.
SMILES	CR mimetic SO	RPL19A-GFP yeast	GRK2 aptamer HTS	VLA-4 inh	CIT2-GFP yeast	LAP4 TOR yeast	MEP2-GFP yeast	AGP1-GFP MLPCN
CCOc1ccc(N2C(=O)Nc3ccc(Br)cc3C2(O)C(=O)NCCN(C)C)cc1 (stereo not drawn)	104	104	0	9	99	97	103	96
CC(C)(C)c1cc(CCC(=O)Nc2ccncc2)cc(C(C)(C)C)c1O	91	104	3	13	96	113	109	104
Cc1cccc(N(C)S(=O)(=O)c2ccc(-c3cnc(C4CC4)o3)cc2)c1	112	96	0	41	94	99	98	99
CC1CCCN(CCOc2ccc3ccccc3c2Br)C1 (stereo not drawn)	99	96	0	8	98	109	102	101
Cc1cccc(OCCCC(=O)NNC(=O)CCN2CCN(c3ccccc3)CC2)c1	102	97	10	-1	99	107	100	115
COc1ccc(C(=O)Nc2ncc(C)s2)cc1S(=O)(=O)N1CCCC1	104	96	2	0	93	99	90	94
CC(C)=CCN1CCN(Cc2nc(C(C)C)cs2)CC1CCO (stereo not drawn)	95	97	0	6	102	102	101	102
C=CCn1c(COc2ccc(OC)cc2)nnc1SC(C)C(=O)NC1CC1 (stereo not drawn)	89	109	0	3	98	111	103	109
COc1cccc(C2c3c(-c4cc(Cl)c(C)cc4O)n[nH]c3C(=O)N2Cc2cccnc2)c1 (stereo not drawn)	104	93	0	-2	89	89	94	87
CC(C)(C)NC(=S)NCc1ccco1	110	96	1	6	92	94	103	115
O=C(CSc1ncn[nH]1)N1N=C2/C(=C/c3ccccc3)CCCC2C1c1ccccc1 (stereo not drawn)	85	103	0	9	104	92	108	101
Cc1cc(OCC(O)CN2CCN(c3ccccn3)CC2)cc(C)c1Cl (stereo not drawn)	100	107	0	0	103	96	108	108
O=C(O)Cn1c(SCCOc2ccc(Cl)cc2)nc2ccccc21	96	?	1	13	?	79[may fluoresce red and violet]	98[may fluoresce red and violet]	76[may fluoresce red and violet]
Cc1cc(N2CCCC2=O)cc(C)c1CN1C(=O)c2ccccc2C1=O	99	94	0	6	93	97	100	95
Cc1c(C)n(C(=O)CSc2ncn[nH]2)c2ccccc12	107	97	1	5	98	107	100	96
Nc1cc(C(F)(F)F)ccc1N1CCOCC1	90	100	0	10	101	98	101	95
CCOC(=O)CN1C(=O)N[C@@H](c2cccc(F)c2)C(C(=O)OC)=C1C	108	100	0	9	101	127	92	88
O=c1[nH]c(=O)n(Cc2ccccc2)c2nc(-c3ccc(C(F)(F)F)cc3)n(CCO)c12	102	100	1	-1	104	90	99	100
CN(C)S(=O)(=O)c1cc(NC(=O)CN2CCOCC2)ccc1Cl	97	103	0	-185	210*	202*	241*	91
CC1CCN(Cc2c(C(=O)N/N=C/c3cc(Cl)ccc3O)nnn2-c2nonc2N)CC1	98	104	0	10	108	99	108	105
O=C(Nc1cnccn1)Nc1cccc(Cl)c1Cl	80	99	0	6	94	97	89	97
CCC(CC)N1CCN(CCc2ccccc2)C(CCO)C1 (stereo not drawn)	106	94	0	-1	96	96	98	100
CC1(c2ccccc2Cl)NC(=O)N(CC(=O)NCc2ccco2)C1=O (stereo not drawn)	98	100	0	9	100	112	99	99
CCn1c(Cc2cccs2)nnc1SCC(=O)NC1CC1	97	105	0	6	98	89	95	96
CCN(Cc1ccccc1)C(=S)Nc1cc(C(=O)OC)ccc1C(=O)OC	100	102	4	6	98	92	100	96
CC(C)CNC(=O)c1noc2c1CCCC2	88	112	2	21	98	97	88	98
CN(C(=O)CCN1C(=O)C(C)(C)Nc2ccccc21)c1ccccc1	92	99	0	-1	96	101	98	97
COCCN1CCN(C(=O)C2CCC(=O)N(CCc3ccccc3)C2)CC1 (stereo not drawn)	123	98	0	5	92	89	91	91
CC(=O)Nc1ccc(C(=O)OCC(=O)c2ccc(C)c([N+](=O)[O-])c2)cc1	106	101	0	9	86	94	93	102
CN1CCN(CC(O)COc2ccccc2)CC1 (stereo not drawn)	92	99	1	8	102	99	99	104
CCO[C@H]1OC(C(=O)N2CCOCC2)=C[C@@H](C2CC2)[C@@H]1CCCO	100	105	0	-10	100	98	110	105
COc1ccc(C(=O)OCC(=O)NCc2ccco2)cc1S(=O)(=O)N1CCN(c2cccc(Cl)c2)CC1	105	96	2	-4	80	109	105	98
CCC(=O)N1CCC2(CC1)Oc1ccc(F)cc1C(=O)C21CC(c2ccc(Cl)cc2)=NO1 (stereo not drawn)	100	97	1	-6	90	126	95	84
COc1cccc(CNC(=O)C2CCN(S(=O)(=O)c3cnc[nH]3)CC2)c1	99	102	5	-3	nt	93	95	104
O=C(CN1c2ccccc2S(=O)(=O)c2ccccc21)Nc1ccccc1F	99	101	1	16	97	100	101	101
CCOc1ccc(C(=O)NCC(=O)N2CCc3ccccc3C2)cc1OCC	98	101	0	12	96	99	102	95
COc1ccccc1-c1cc(C(F)(F)F)c(C#N)c(=O)[nH]1	90	96	3	15	97	101	98	97
CCOC(=O)CSCC(=O)N1CCC(Cc2ccccc2)CC1	99	101	2	0	94	120	105	106
CC(Cc1ccccc1)C(=O)N[C@@H](CO)Cc1ccccc1 (stereo partly drawn)	102	95	1	1	102	98	96	101
COc1ccccc1/C=C/C1(C(=O)NC2CCCC2)CC(=O)N1c1ccc(F)cc1 (stereo not drawn)	92	104	5	-7	102	101	103	105
O=C(Nc1ccc(-n2ccc(C(F)(F)F)n2)cc1)c1cccs1	119	100	0	26	84	111	105	93
COC(=O)C(C)Sc1ccc2nnc(-c3ccccc3)n2n1 (stereo not drawn)	103	105	1	-6	100	92	103	100
